# Bioassay records: PubChem, several laboratories
# TcdB inh – inhibitors of Clostridioides difficile toxin B glycohydrolase; P18177; inhibition, % at 9.99 µM; actives 0.24% (n = 350,000); TcdB glycohydrolase enzymatic assay, plate reader; in the data active = inhibition above about 10%
# Anthrax LF prot – inhibitors of Bacillus anthracis lethal factor protease; P15917; multiplex microsphere protease cleavage assay, LF; actives 0.12% (n = 360,000); inhibition, % at 10 µM; in the data active = inhibition above about 30%; inconclusive = no clear call, values can overlap the other calls; note: plate controls were buffer without enzyme for full effect and enzyme alone for no effect
# Yp Topo-I inh – Y. pestis Topo-I inhibition via cleavage products; Y. pestis Topo-I cleavage product accumulation, plate reader; activity, % at 10 µM; actives 0.064% (n = 360,000); AID 504884; in the data active = activity above about 50%, passing the limit was not always enough; inconclusive = no clear call, values can overlap the other calls; note: inactives centre near 2
# Rv3671c inh – Rv3671c (M. tuberculosis) protease inhibition | P9WHR9 | inhibition, % at 5.96 µM | actives 0.048% (n = 320,000); in the data active = inhibition above about 38%;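 note: extracellular domain of Rv3671c used as enzyme; 0% = enzyme with DMSO and 100% = no enzyme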
# Target sequence (P9WHR9 whole entry, looked up, the tested form may be a part): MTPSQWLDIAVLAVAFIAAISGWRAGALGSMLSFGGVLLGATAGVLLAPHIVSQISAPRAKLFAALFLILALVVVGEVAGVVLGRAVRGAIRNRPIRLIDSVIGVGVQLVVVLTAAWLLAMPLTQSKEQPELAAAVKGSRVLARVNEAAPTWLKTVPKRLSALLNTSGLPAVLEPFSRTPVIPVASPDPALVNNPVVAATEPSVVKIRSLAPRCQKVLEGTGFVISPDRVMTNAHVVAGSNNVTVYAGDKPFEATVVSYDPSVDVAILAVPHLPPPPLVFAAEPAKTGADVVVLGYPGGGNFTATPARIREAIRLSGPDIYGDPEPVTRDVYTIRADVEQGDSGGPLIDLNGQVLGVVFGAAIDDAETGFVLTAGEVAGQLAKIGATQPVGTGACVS
# SSB-PriA inh – inhibitors of Klebsiella pneumoniae PriA binding to SSB C-terminal tail; AlphaScreen SSBct-PriA binding, biotinylated peptide; inhibition, % at 33 µM; actives 0.6% (n = 430,000); in the data active = inhibition mostly above about 37%, no sharp cut-off; inactive = mostly below about 20%;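 note: plate controls were negative control peptide for no effect and reference peptide for full effect; strong numbers were not always called active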
# PfHsp40 rescue – restores yeast growth despite PfHsp40 toxicity. S. cerevisiae expressing PfHsp40, growth rescue, ATP luminescence. growth rescue, % at 12.5 µM. actives 0.68% (n = 340,000); in the data active = growth rescue above about 28%, passing the limit was not always enough; inconclusive = no clear call, values can overlap the other calls;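 note: yeast W303a lacking pdr1 and pdr3 grown in galactose medium; growth measured after three days at 30 °C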
# Vc quorum ag – inducers of Vibrio cholerae quorum light production without autoinducers | actives 0.16% (n = 350,000) | V. cholerae BH1578 lux reporter, luminescence, 6 h | activation, % at 18.7 µM; in the data active = activation mostly above about 9.7%, no sharp cut-off; inconclusive = no clear call, values can overlap the other calls; inactive = mostly below about 3.7%; note: not every result past the cut was called active; inactives centre near 0; reference of the scale not given here
# MazF activator – MazEF (E. coli) toxin RNase activation. P0AE70. AID 504720. activation, % at 20 µM. actives 0.32% (n = 350,000). FAM/BHQ RNA-DNA oligo cleavage fluorescence, 5 h; in the data active = activation above about 50%
# Target sequence (P0AE70 whole entry, looked up): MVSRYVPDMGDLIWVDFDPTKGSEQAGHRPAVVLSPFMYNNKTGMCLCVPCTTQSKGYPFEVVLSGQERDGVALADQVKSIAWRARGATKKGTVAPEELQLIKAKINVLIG
# VHR inh abs – inhibitors of human VHR1 phosphatase (DUSP3); recombinant VHR phosphatase, pNPP absorbance; inhibition, % at 13.3 µM; actives 0.52% (n = 290,000); in the data active = inhibition above about 50%; note: some compounds called inactive have numbers as strong as hits
# Target sequence (P51452 whole entry, looked up): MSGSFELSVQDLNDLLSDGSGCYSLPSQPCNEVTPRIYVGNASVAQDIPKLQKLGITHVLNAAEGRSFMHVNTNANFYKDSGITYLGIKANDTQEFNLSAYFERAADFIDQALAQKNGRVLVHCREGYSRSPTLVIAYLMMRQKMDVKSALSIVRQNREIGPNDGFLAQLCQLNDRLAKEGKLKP
# 3CLpro inhibitor – SARS-CoV 3CLpro protease inhibition | AID 1706 | actives 0.14% (n = 290,000) | recombinant SARS-CoV 3CLpro, quenched FRET peptide cleavage | inhibition, % at 6 µM | P0C6X7; in the data active = inhibition above about 12%
# Numbers without * were called inactive; i = inactive; ? = inconclusive; · = not tested or not shown. The list is partial. The share of hits here may be higher or lower than overall.
1: CC(C)Cc1cc(CN2CCCC(CO)(Cc3cccc(Cl)c3)C2)[nH]n1 (stereo not drawn)
2: Cc1[nH]c2ccccc2c1C(=O)CSc1ccc(F)cc1
3: O=C(Nc1ccccc1)C1Cc2c(-c3ccco3)ccnc2O1 (stereo not drawn)
4: CC1CCN(C(=O)c2ccccc2NC(=O)Nc2ccccc2)CC1
5: COC(=O)c1ccccc1NC(=O)COC(=O)/C=C/c1ccco1
6: Cc1cc(C(=O)CN2C(=O)C(=O)N(Cc3ccccc3)C2=O)c(C)n1-c1ccc2c(c1)OCCO2
7: Cc1ccccc1-c1nc(CN2CCCC2c2ccc(F)cc2)c(C)o1 (stereo not drawn)
8: Cc1nnc(N2CCOCC2)c2nn(-c3ccccc3)c(C)c12
9: Cc1ccc(C2=NN(S(=O)(=O)c3ccccc3)C(c3ccco3)C2)cc1 (stereo not drawn)
10: O=C(Nc1ccc2c(c1)OCCO2)NC12CC3CC(CC(C3)C1)C2
assay / compound	1	2	3	4	5	6	7	8	9	10
TcdB inh	1.3	-3.1	0.6	-1.2	0.0	1.0	0.9	0.2	-0.9	·
Anthrax LF prot	1.7	-6.2	-8.5	5.3	-0.1	0.1	-0.3	-0.2	4.0	-12.2
Yp Topo-I inh	5.1	-2.2	-1.3	-3.7	7.2	1.8	2.2	3.8	19.9	3.9
Rv3671c inh	9.0	-0.1	·	-7.1	-9.3	-12.7	-8.7	7.0	-6.5	-7.0
SSB-PriA inh	6.5	-13.1	·	4.5	-4.0	-18.4	-2.3	-3.5	-22.4	-5.0
PfHsp40 rescue	0.8	0.0	·	0.5	-1.4	-0.8	-0.4	0.3	-0.9	2.1
Vc quorum ag	i	-0.5	i	-0.7	3.3	i	-0.4	-0.7	i	-0.4
MazF activator	-6.9	7.7	·	4.0	-12.7	-5.4	-11.5	-1.2	-0.6	6.4
VHR inh abs	6.5	-1.8	·	20.2	17.4	14.7	29.7	36.0	·	29.1
3CLpro inhibitor	-1.1	-0.6	·	-0.4	1.9	8.8	-0.5	-2.0	·	-2.2

# Exported with bars between the fields: 3 of the compounds above
no. | Molecule | TcdB inh | Anthrax LF prot | Yp Topo-I inh | Rv3671c inh | SSB-PriA inh | PfHsp40 rescue | Vc quorum ag | MazF activator | VHR inh abs | 3CLpro inhibitor
2 | Cc1[nH]c2ccccc2c1C(=O)CSc1ccc(F)cc1 | -3.1 | -6.2 | -2.2 | -0.1 | -13.1 | 0.0 | -0.5 | 7.7 | -1.8 | -0.6
5 | COC(=O)c1ccccc1NC(=O)COC(=O)/C=C/c1ccco1 | 0.0 | -0.1 | 7.2 | -9.3 | -4.0 | -1.4 | 3.3 | -12.7 | 17.4 | 1.9
1 | CC(C)Cc1cc(CN2CCCC(CO)(Cc3cccc(Cl)c3)C2)[nH]n1 (stereo not drawn) | 1.3 | 1.7 | 5.1 | 9.0 | 6.5 | 0.8 | i | -6.9 | 6.5 | -1.1

# The listing picks up; the 2 compounds before the break are reprinted first.
9: Cc1ccc(C2=NN(S(=O)(=O)c3ccccc3)C(c3ccco3)C2)cc1 (stereo not drawn)
10: O=C(Nc1ccc2c(c1)OCCO2)NC12CC3CC(CC(C3)C1)C2
11: COC(=O)C(Cc1ccc(O)cc1)NC(=O)CCNC(=O)c1ccco1 (stereo not drawn)
12: COc1cccc(COC(=O)CCNC(=O)c2ccc(Br)cc2)c1OC
13: Cc1ccc(CN2[C@@H](c3ccccc3)COCCS2(=O)=O)cc1
14: COCCNC(=S)N=Nc1c(O)[nH]c2c(C)cc(C)cc12
15: COC(=O)c1ccc(CNC(=O)COC(=O)CCN2C(=O)C3CC=CCC3C2=O)cc1 (stereo not drawn)
16: CC(=O)c1cccc(CN2CCCC(C(=O)Nc3cccc(-n4cccn4)c3)C2)c1 (stereo not drawn)
17: COCC(=O)n1nc(-c2ccc(Cl)cc2)nc1NCc1ccc(F)cc1
18: CCN1C(=O)/C(=C/N2CC(C)CC(C)C2)SC1=S (stereo not drawn)
19: O=C(Nc1cccc(S(=O)(=O)N2CCOCC2)c1)C1CCN(S(=O)(=O)c2ccccc2)CC1
20: O=C(Nc1nc2ccsc2c(=O)s1)c1ccc(Cl)cc1
assay / compound	9	10	11	12	13	14	15	16	17	18	19	20
TcdB inh	-0.9	·	0.1	0.5	2.7	0.3	2.6	-5.3	·	·	1.7	1.7
Anthrax LF prot	4.0	-12.2	0.2	-1.8	-10.4	-1.6	5.0	-5.6	?	-1.1	·	-5.4
Yp Topo-I inh	19.9	3.9	-2.3	30.1	29.6	-4.6	-1.3	6.7	1.5	-2.1	14.5	0.6
Rv3671c inh	-6.5	-7.0	3.9	2.1	0.2	5.3	-1.2	5.9	0.1	5.7	3.7	0.4
SSB-PriA inh	-22.4	-5.0	4.0	-20.0	-3.2	0.3	-3.0	-5.1	-16.0	-14.0	-15.8	-11.3
PfHsp40 rescue	-0.9	2.1	0.1	2.1	1.7	0.1	0.0	16.2	-1.3	-2.1	0.3	0.1
Vc quorum ag	i	-0.4	-6.2	-5.9	-1.0	-0.5	0.6	i	-0.3	5.9	-0.3	0.6
MazF activator	-0.6	6.4	5.5	-0.1	-3.0	11.3	4.7	-0.3	-5.6	0.9	4.2	-22.5
VHR inh abs	·	29.1	38.4	·	39.9	5.9	·	27.9	10.4	-25.0	·	10.0
3CLpro inhibitor	·	-2.2	-0.5	·	-8.6	7.3	·	0.7	1.8	-0.6	·	-1.7

21: CN(C)CCCN(Cc1ccccc1)C(=S)Nc1ccc(F)c(Cl)c1
22: Brc1ccc(CNc2ccc3ncccc3c2)cc1
23: CCOC(=O)N1CCC(c2nc(C)sc2C(=O)O)CC1
24: COc1ccc(S(=O)(=O)N2CCOCC2)cc1C(=O)Nc1ccon1
25: Cc1c(-c2ccccc2)[n+](=O)c2c(n1[O-])CCCCC2
26: Cc1cccc(-n2c(=S)[nH]c3c(oc4ccccc43)c2=O)c1
assay / compound	21	22	23	24	25	26
TcdB inh	0.0	0.9	·	·	·	1.9
Anthrax LF prot	3.5	-17.4	0.8	3.8	-2.1	-1.0
Yp Topo-I inh	-9.4	-9.9	-1.1	1.7	1.7	3.5
Rv3671c inh	-1.0	·	0.4	-4.7	-1.6	-7.2
SSB-PriA inh	-3.1	-33.9	-7.1	9.2	-6.7	0.2
PfHsp40 rescue	0.3	4.9	0.0	1.7	-1.0	0.6
Vc quorum ag	-0.4	0.4	i	i	i	-0.3
MazF activator	-21.2	12.1	6.4	2.6	-0.2	3.3
VHR inh abs	-0.5	7.4	15.1	-27.1	-9.9	-2.9
3CLpro inhibitor	-4.2	-2.4	1.6	-1.5	0.5	-1.9

# Entries of single compounds as entered above:
# Record of `COc1ccc(S(=O)(=O)N2CCOCC2)cc1C(=O)Nc1ccon1` → TcdB inh = ·; Anthrax LF prot = 3.8; Yp Topo-I inh = 1.7; Rv3671c inh = -4.7; SSB-PriA inh = 9.2; PfHsp40 rescue = 1.7; Vc quorum ag = i; MazF activator = 2.6; VHR inh abs = -27.1; 3CLpro inhibitor = -1.5
# Record of `Cc1cccc(-n2c(=S)[nH]c3c(oc4ccccc43)c2=O)c1` → TcdB inh = 1.9; Anthrax LF prot = -1.0; Yp Topo-I inh = 3.5; Rv3671c inh = -7.2; SSB-PriA inh = 0.2; PfHsp40 rescue = 0.6; Vc quorum ag = -0.3; MazF activator = 3.3; VHR inh abs = -2.9; 3CLpro inhibitor = -1.9
